Screening data from PubChem BioAssay.
CHO parental Ca – ATP-evoked calcium signal inhibitors, parental CHO, primary screen, counter-screen for OX1R antagonist project, cell-based, fluorescence, Fluo-8 calcium dye; parental CHO-K1, ATP-induced calcium, Fluo-8 fluorescence; inhibition, % at 5.6 µM; 330,000 tested, 0.63% active; AID 463079, 2010;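 active = inhibition above that plate's mean sample inhibition plus 3 SD, cut at about 26% in these data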;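 also: 0% = ATP-challenged DMSO wells and 100% = DMSO wells without ATP; some compounds past the cut are filed as inactive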
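Assay system: parental CHO cells; Read-out basis: percent inhibition of ATP-evoked calcium rise, normalized to controls; Benchmarks: ATP and no-ATP DMSO wells; Compound dosing: single nominal dose of 5.6 µM per compound; Signal: Fluo-8 calcium dye fluorescence; Also added: ATP as calcium-mobilizing challenge; Repeats: singlicate.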
V1aR counter – agonists of human V1a receptor, primary screen, counter-screen for OXTR agonist project, fluorescence, CHO-V1R cells; Fluo-8 calcium fluorescence, agonist mode; 0% DMSO, 100% 3 nM vasopressin; activation, % at 3 µM; AID 2797, 2010; 320,000 tested, 0.25% active; Vasopressin V1a receptor (Homo sapiens), P37288;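 active = activation above the mean activation of all tested compounds plus 3 SD, per screening run, cut at about 20% in these data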;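 also: signal is peak over basal fluorescence ratio across a 100 second FLIPR read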
Target sequence (P37288 whole entry, looked up): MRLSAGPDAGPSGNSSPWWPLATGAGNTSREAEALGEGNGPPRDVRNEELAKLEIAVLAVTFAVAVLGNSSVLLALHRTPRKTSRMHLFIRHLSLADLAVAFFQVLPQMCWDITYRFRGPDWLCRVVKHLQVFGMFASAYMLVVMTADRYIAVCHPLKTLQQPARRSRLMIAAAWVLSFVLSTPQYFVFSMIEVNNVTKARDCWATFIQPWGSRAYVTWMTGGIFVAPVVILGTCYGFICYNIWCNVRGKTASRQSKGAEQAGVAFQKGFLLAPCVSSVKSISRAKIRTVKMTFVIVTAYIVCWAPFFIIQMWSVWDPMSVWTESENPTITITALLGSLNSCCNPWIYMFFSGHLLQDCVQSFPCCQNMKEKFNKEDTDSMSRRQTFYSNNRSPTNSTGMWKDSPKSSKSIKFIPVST
CHO-K1 Ca PAM – nonselective calcium activators in parental CHO-K1 cells, primary screen, counter-screen for M1 PAM project, cell-based, Fluo-8 calcium fluorescence, full deck, 1536-well. activation, % at 3 µM. AID 602247, 2012. ATP EC20; 0% at ATP EC20, 100% at ATP max. 360,000 tested, 0.02% active;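 active = activation above the run cutoff, the mean activation of all test compounds plus 3 SD, cut at about 40% in these data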;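 also: peak over basal fluorescence ratio in a 140 s read after ATP addition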
OXTR ag – human OXTR agonists, primary screen, fluorescence, CHO-OTR cells, Fluo-8 calcium | Oxytocin receptor (Homo sapiens), P30559 | Fluo-8 calcium fluorescence; normalized: DMSO 0%, oxytocin 100% | activation, % at 3 µM | 320,000 tested, 0.32% active | AID 2435, 2010;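 active = activation above the mean of all tested compounds plus 3 SD, cutoff set per screening run, cut at about 20% in these data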;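 also: peak over basal fluorescence ratio from a 100 s FLIPR kinetic read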
CHO-K1 Ca antag – counter-screen for M1 antagonists: effect in parental CHO-K1 cells; AID 602250; ATP-induced calcium, Fluo-8 fluorescence; inhibition, % at 3 µM; 360,000 tested, 0.6% active;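 active = inhibition above a per-plate cutoff, the plate's mean sample inhibition plus 3 SD, cut at about 24% in these data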;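 also: 0% = DMSO plus EC80 ATP and 100% = DMSO alone without ATP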
OXTR potentiator – human OXTR potentiators, primary screen, fluorescence, CHO-OTR cells, Fluo-8 calcium; 320,000 tested, 0.061% active; activation, % at 3 µM; Fluo-8 calcium fluorescence, potentiator mode; 0% = oxytocin EC15, 100% = EC100; Oxytocin receptor (Homo sapiens), P30559;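 active = activation above that plate's cutoff, the mean activation of tested compounds plus 3 SD, cut at about 6.6% in these data, passing the limit was not always enough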;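 also: 100% uses oxytocin at 75 nM as the full agonist control; some results filed as inactive read as strong as hits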
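System: human OTR in CHO cells / Also added: sub-maximal oxytocin, roughly EC15 / Control set: EC15 oxytocin low, 75 nM oxytocin high / Schedule: 6 min compound pre-incubation at room temperature, 100 s kinetic read / Compound: single-point 3.0 µM / Replication: singlicate / Technique: Fluo-8 calcium dye fluorescence / Read-out basis: % activation of max/min ratio relative to oxytocin controls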
M1 ag parental – counter-screen for M1 agonists: effect in parental CHO-K1 cells; Fluo-8 calcium fluorescence; scaled to maximal ATP response, vehicle zero; activation, % at 3 µM; 360,000 tested, 0.48% active; AID 602248, 2012; in the data active = activation above about 15%;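 also: untransfected CHO-K1 host cells lacking M1 receptor as counterscreen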
GPR7 antag – GPR7 receptor antagonists, primary screen, cell-based, fluorescence, single concentration | Neuropeptides B/W receptor type 1 (Homo sapiens), P48145 | GPR7-expressing cells, fluorescence antagonist assay | inhibition, % at 4.4 µM | 290,000 tested, 1.1% active | AID 1861, 2009; in the data active = inhibition above about 16%, passing the limit was not always enough;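 also: cells stimulated with the agonist NPW; 0% = agonist with vehicle and 100% = vehicle without agonist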
Target sequence (P48145 whole entry, looked up): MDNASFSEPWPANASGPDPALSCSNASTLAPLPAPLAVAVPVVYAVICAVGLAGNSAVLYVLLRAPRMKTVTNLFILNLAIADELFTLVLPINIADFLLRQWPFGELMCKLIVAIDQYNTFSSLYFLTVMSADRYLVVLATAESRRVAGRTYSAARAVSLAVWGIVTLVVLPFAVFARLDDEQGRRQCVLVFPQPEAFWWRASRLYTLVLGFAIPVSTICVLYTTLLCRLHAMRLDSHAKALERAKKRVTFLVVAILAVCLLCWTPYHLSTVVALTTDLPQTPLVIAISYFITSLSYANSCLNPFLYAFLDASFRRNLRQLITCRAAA
TAAR1 antagonist – human TAAR1 antagonists, primary screen, Fluo-8 calcium fluorescence, CHO RD-HGA16 cells; Trace amine-associated receptor 1 (Homo sapiens), Q96RJ0; antagonist; inhibition, % at 3 µM; 360,000 tested, 1.5% active; AID 624466, 2012;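 active = inhibition above a per-plate cutoff, the mean inhibition of test compounds on that plate plus 3 SD, cut at about 49% in these data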;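 also: 0% = DMSO plus EC80 beta-PEA response and 100% = DMSO alone without agonist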
Target sequence (Q96RJ0 whole entry, looked up): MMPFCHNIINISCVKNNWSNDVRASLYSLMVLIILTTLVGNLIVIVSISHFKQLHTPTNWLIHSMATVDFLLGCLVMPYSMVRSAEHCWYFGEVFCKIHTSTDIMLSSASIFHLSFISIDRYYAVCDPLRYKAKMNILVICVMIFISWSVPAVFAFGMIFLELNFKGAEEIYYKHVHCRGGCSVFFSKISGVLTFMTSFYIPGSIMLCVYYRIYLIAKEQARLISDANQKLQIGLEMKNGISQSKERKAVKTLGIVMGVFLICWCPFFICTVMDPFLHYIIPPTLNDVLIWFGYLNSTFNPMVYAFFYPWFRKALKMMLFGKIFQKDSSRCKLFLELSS
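Test system: CHO RD-HGA16 cells bearing hTAAR1 | Reagent: β-PEA, EC80 | Compound dosing: 3 µM, single point | Schedule: Dye loading 75 min at 37 °C, then 30 min room temperature | Signal: Calcium fluorescence with Fluo-8 | Evaluation: Percent inhibition of PEA-evoked calcium signal, max/basal emission ratio | Control set: DMSO-only wells and EC80 β-PEA-stimulated wells | Repeats: Singlicate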
Starred values were filed as active, the others as inactive; · = no result given.

Fields: CHO-K1 Ca antag	TAAR1 antagonist	V1aR counter	CHO-K1 Ca PAM	M1 ag parental	CHO parental Ca	GPR7 antag	OXTR ag	OXTR potentiator
> O=C(C1CCN(S(=O)(=O)c2ccc(Br)s2)CC1)N1CCN(C2CCCCC2)CC1
 : -4	-4	-0.1	14	0.1	-29	-11	-0.6	-1
> CCOc1ccc(-n2cnc3c(=O)[nH]c(N)nc32)cc1
 : -14	0	-0.2	2	0.9	-7	-2	0.5	-13
> Cc1ccc(NC(=O)COC(=O)c2ccco2)cc1S(=O)(=O)N1CCCCC1
 : -6	-5	·	13	1.5	·	·	·	·
> C=CCN1CC(c2nc3ccccc3n2Cc2cccc3ccccc23)CC1=O (stereo not drawn)
 : -25	1	4.2	13	6.8	-23	20	3.6	-5
> COc1ccc(CNC(=O)C2CCC(CNC(=O)[C@@H]3Cc4ccccc4CN3)CC2)cc1 (stereo partly drawn)
 : -11	12	1.1	-4	0.4	-27	15	0.9	-9
> COc1ccc(OC)c(S(=O)(=O)Nc2c(C)nn(C)c2C)c1
 : -3	-10	-0.2	1	0.0	-5	·	0.0	-2
> Cc1cccc(C)c1NC(=O)COC(=O)c1cc[n+]([O-])cc1
 : 8	-23	-0.7	-1	-0.2	1	·	0.7	-7
> CC(=O)Nc1ccc(Oc2cc(N)cc([N+](=O)[O-])c2)cc1
 : -7	13	2.3	13	1.7	-2	-4	1.6	-10
> CCCNC(=O)c1ccc2c(=O)c(O)c(-c3ccsc3)[nH]c2c1
 : -7	·	0.7	9	0.7	2	·	-0.1	-12
> CC(C)(C)c1ccc(S(=O)(=O)N2CCN(C(=O)C3CCC3)CC2)cc1
 : 2	-35	6.7	11	2.8	-12	1	1.0	-4
> NC(=O)C1CCCN(C(=O)CCC(=O)c2cccs2)C1 (stereo not drawn)
 : -11	4	0.7	1	0.0	-5	·	1.2	5
> CC(C)(C)c1[nH]nc2c1C(C1C=CCCC1)C(C#N)=C(N)O2 (stereo not drawn)
 : 15	17	-0.5	-4	0.4	-17	4	-1.3	1
> O=C(NC(=S)Nc1ccc(S(=O)(=O)N2CCCCC2)cc1)c1ccccc1
 : 5	15	1.6	-3	-0.1	1	0	4.2	-9
> CCN(CC)S(=O)(=O)c1ccc(N2CCN(S(=O)(=O)c3ccc4c(c3)OCCO4)CC2)nc1
 : -1	2	2.0	13	0.3	-15	-6	-0.8	-19
> O=C(c1cccc(C(=O)N2CCN(c3ccccc3)CC2)c1)N1CCN(c2ccccc2)CC1
 : -17	29	5.7	18	7.6	-25	-10	2.8	-3
> CCN1CCN(c2ccc(NC(=O)Cc3ccccc3)cc2)CC1
 : -4	18	0.8	7	0.1	1	-4	0.2	3
> CC1(C)CC(=O)C(C(c2ccc3c(c2)OCO3)C2C(=O)CC(C)(C)CC2=O)C(=O)C1
 : 0	-10	·	2	-0.1	·	·	·	·
> Cc1ncc(CC(=O)n2cc(C(=O)c3cc(F)ccc3O)cn2)s1
 : -5	1	1.2	11	1.3	-20	1	1.0	-3
> CSc1ccc(Cl)c(C(=O)OCC(=O)N2CCNC2=O)c1
 : -7	-7	-0.8	-13	-0.2	-19	·	0.1	1
> O=C(NCC1CCCO1)C1CCN(C2CCN(C3CCCCCC3)CC2)CC1 (stereo not drawn)
 : -14	-27	-0.6	21	0.1	-6	-10	0.9	5
> Cc1ccnc(SCC(=O)Nc2sccc2C#N)n1
 : -4	-14	5.2	14	4.2	0	5	0.7	-8
> Cc1ccc2c(c1)C(=O)CCCCC(=O)N2
 : -2	-32	0.0	5	0.8	15	4	-0.7	-12
> CCOC(=O)C1=C(O)C(=O)N(Cc2ccccc2)CC1
 : 3	6	0.8	20	0.5	-2	-12	-0.6	-7
> CCOC(=O)C1CCN(C(=O)CCc2ccc(S(=O)(=O)NC(C)C)cc2)CC1
 : 2	-14	0.9	-9	0.8	-19	-9	0.1	2
> CCOC(=O)C1=C(CN2CCN(C(=O)c3ccco3)CC2)NC(=O)NC1c1ccccc1 (stereo not drawn)
 : -2	·	0.6	-12	0.3	-9	-13	0.7	-3
> Cc1ccc(OCCNC(=O)/C=C/c2ccc([N+](=O)[O-])cc2)cc1C
 : 4	-11	2.9	1	0.1	-7	-9	5.4	-15
> CC1=C2C(=O)OC(c3ccoc3)C2(C)CCC1 (stereo not drawn)
 : -12	-21	-0.8	6	3.3	-3	-4	-1.6	-11
> COc1ccccc1/C=N/NC(=O)c1sc(C)nc1C
 : 6	-3	-0.5	-7	0.0	-9	-5	-1.5	-6
> Cn1c(N)c(C(=O)COC(=O)Cc2ccc(Br)cc2)c(=O)n(C)c1=O
 : 1	-12	-0.4	-9	0.3	-2	·	0.7	-1
> CCN(CC(=O)Nc1c(F)cccc1F)C(=O)c1nc2nccc(C)n2n1
 : -12	-21	1.2	20	0.6	-10	·	1.7	2

(further entries)
Fields: CHO-K1 Ca antag	TAAR1 antagonist	V1aR counter	CHO-K1 Ca PAM	M1 ag parental	CHO parental Ca	GPR7 antag	OXTR ag	OXTR potentiator
> O=S(=O)(c1ccccc1Br)N(Cc1ccccc1)CC(O)COCc1ccccc1 (stereo not drawn)
 : -15	59*	·	10	0.3	-16	·	·	·
> COc1ccc(NC(=O)CCn2c(=S)[nH]c3ccccc3c2=O)cc1OC
 : -16	2	-0.4	0	1.4	-4	-2	0.0	-12
> CCOc1nc(N2CCOCC2)nc(C)c1[N+](=O)[O-]
 : 1	48	-0.2	15	0.1	0	-3	-1.2	-3
> CC(=O)Nc1nc(C)c(-c2csc(Nc3ccc(O)cc3)n2)s1
 : 20	·	-0.5	-7	0.1	-5	-8	-1.6	1
> CN(C)C(CNC(=O)c1cc(-c2ccco2)nc2ccccc12)c1ccccc1 (stereo not drawn)
 : -7	-1	0.9	-7	0.5	-25	·	0.7	3
> CCOC(=O)CSc1snnc1-c1ccccc1
 : -5	17	-1.4	18	0.3	-15	1	-1.4	-16
> CC(=O)N(CC(=O)Nc1nn(-c2ccccc2)nc1C(N)=O)Cc1ccccc1
 : 1	14	-0.6	3	1.9	-13	-6	-2.0	2
> COc1ccc(-c2nc3c(C)cc(Br)cn3c2Cc2ccccc2)cc1OC
 : -18	-18	·	14	1.0	·	·	·	·
> CN(C)S(=O)(=O)c1ccc(C(=O)N2CCN(S(=O)(=O)c3cccs3)CC2)cc1
 : -5	1	1.0	19	0.9	10	-4	2.4	-18
> Cc1ccc(S(C)(=O)=N/C=C2\C(=O)c3sccc3N(C)S2(=O)=O)cc1 (stereo not drawn)
 : 9	-37	-0.4	-22	-0.1	-1	-12	-0.7	-9
> COc1ccc(C(=O)CNc2ccc3ccccc3c2)cc1
 : 10	10	·	3	-0.2	·	-1	·	·
> COc1ccc(Cc2nnc(Nc3ccc(Cl)cc3)[nH]c2=O)cc1
 : -10	-5	-1.1	20	1.0	-1	-13	-0.3	4
> CC(=C1C(=O)c2ccccc2C1=O)N1CCN(c2ccccn2)CC1
 : -13	27	-1.7	19	0.0	-16	-2	-2.1	5
> CCCC(=O)c1ccc(N2CCN(C(=O)c3ccccc3)CC2)c(F)c1
 : 3	20	8.0	-1	8.2	3	3	10	-21
> CCOc1ccc(NC(=O)OCCN2CCN(CCc3ccccc3)C(C)C2)cc1 (stereo not drawn)
 : -12	-9	·	16	1.1	·	·	·	·
> FC(F)(F)c1ccc(Cl)c(-n2c(-c3ccco3)n[nH]c2=S)c1
 : 2	-6	·	5	5.1	·	-11	·	·
> COc1ccc(N2CCN(CC(=O)Nc3ccccc3C(=O)NCc3ccccc3)CC2)cc1
 : -6	70*	3.2	-17	9.1	-23	·	2.2	-3
> Cc1c(CC(=O)N2CCN(C(=O)C3COc4ccccc4O3)CC2)c(=O)oc2c(C)c(O)ccc12 (stereo not drawn)
 : -2	-12	2.2	-8	2.8	-24	-5	1.8	-5
> Cn1c(=O)cc(SCC(=O)Nc2ccccn2)c2ccccc21
 : ·	0	1.0	·	·	-7	-10	-1.3	-2
> O=S(=O)(NCc1cccnc1)c1ccc2ccccc2c1
 : -12	9	5.0	-1	4.7	1	-7	19	-12
> C/C(=N\N=C1\NC(=O)CC(C(=O)O)S1)c1ccc(F)cc1 (stereo not drawn)
 : 10	-11	1.1	-6	0.3	-8	-3	0.1	-2
> Cc1ccc(NC(=O)C(=O)NCCCN2CC(C(=O)O)CC2=O)cc1 (stereo not drawn)
 : -6	-8	0.2	-5	0.1	5	-11	0.3	-9
> CCc1ccc(-c2cc(C)no2)cc1S(=O)(=O)N1CCN(c2ccc(C(C)=O)cc2)CC1
 : -6	20	2.7	6	4.5	-6	5	0.2	-7
> CN(Cc1ccccc1F)C(=O)COc1ccc(C(=O)c2ccccc2)cc1
 : -19	7	7.2	11	9.3	-3	13	8.6	-12
> O=S(=O)(c1ccc(Cl)cc1)N1CCN(CCc2ccncc2)CC1
 : -12	9	1.5	-3	3.1	-14	3	1.2	-10

Some of the entries so far, as tab-separated lines:
SMILES	CHO-K1 Ca antag	TAAR1 antagonist	V1aR counter	CHO-K1 Ca PAM	M1 ag parental	CHO parental Ca	GPR7 antag	OXTR ag	OXTR potentiator
CN(C)S(=O)(=O)c1ccc(C(=O)N2CCN(S(=O)(=O)c3cccs3)CC2)cc1	-5	1	1.0	19	0.9	10	-4	2.4	-18
Cc1ccc(S(C)(=O)=N/C=C2\C(=O)c3sccc3N(C)S2(=O)=O)cc1 (stereo not drawn)	9	-37	-0.4	-22	-0.1	-1	-12	-0.7	-9
COc1ccc(C(=O)CNc2ccc3ccccc3c2)cc1	10	10	·	3	-0.2	·	-1	·	·
COc1ccc(Cc2nnc(Nc3ccc(Cl)cc3)[nH]c2=O)cc1	-10	-5	-1.1	20	1.0	-1	-13	-0.3	4
CC(=C1C(=O)c2ccccc2C1=O)N1CCN(c2ccccn2)CC1	-13	27	-1.7	19	0.0	-16	-2	-2.1	5
CCCC(=O)c1ccc(N2CCN(C(=O)c3ccccc3)CC2)c(F)c1	3	20	8.0	-1	8.2	3	3	10	-21
